# H1N1 NS1A inhibition = H1N1 influenza NS1A inhibitors, functional cell based assay (AID 504329) | NS1A functional cell-based assay, percent inhibition; higher % means a stronger effect | one-dose inhibition, % at 12.5 µM; IC50 in µM for titrated hits | 340,000 compounds, 0.3% hits; in the data active = a potency from the dose series; inconclusive = inhibition above about 27% without an active follow-up result; note: strong numbers were not always called active
# tuberculosis growth = growth inhibition of non-replicating M. tuberculosis (AID 488890) | Mycobacterium tuberculosis non-replicating, growth inhibition; higher % means a stronger effect | inhibition, % at 25 µM; hits with a dose series show IC50 in µM | 320,000 compounds, 0.39% hits; in the data active = a potency from the dose series; inconclusive = inhibition mostly from about 82% at the one dose, without a potency; inactive = the rest, 99 in 100 with inhibition below about 76%;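 note: plate controls were DMSO cells for no effect and high antibiotic wells for full effect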
# Salmonella PhoP GFP = PhoP regulon inhibitors, Salmonella typhi PhoP promoter GFP reporter, confirmatory (AID 1850); inhibition, % at 50 µM; hits with a dose series show IC50 in µM; Salmonella Typhi PhoP-promoter GFP reporter, fluorescence, 4 h; higher % means a stronger effect; 310,000 compounds, 0.33% hits; in the data active = a potency from the dose series; inconclusive = inhibition mostly from about 25% at the one dose, without a potency; inactive = the rest, 99 in 100 with inhibition below about 19%;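 note: 0% = induced wells with vehicle and 100% = uninduced wells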
# H37Rv inhibition = M. tuberculosis growth inhibition, HTS (AID 449762); M. tuberculosis H37Rv growth inhibition, 7H9 media; higher % means a stronger effect; inhibition, % at 25 µM, or IC50 in µM where a hit was titrated; 330,000 compounds, 0.59% hits; in the data active = a potency from the dose series; inconclusive = inhibition above about 70% without an active follow-up result;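 note: bacterial growth assessed after seven days of incubation; strong numbers were not always called active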
# VEEV TC-83 Vero = inhibitors of VEEV TC-83 cytopathic effect, confirmation, Vero cells (AID 588727); Vero cells, VEEV TC-83 cytopathic effect inhibition; higher % means a stronger effect; inhibition, % at 20 µM; hits with a dose series show IC50 in µM; 350,000 compounds, 0.13% hits; in the data active = a potency from the dose series; inconclusive = inhibition mostly from about 14% at the one dose, without a potency; inactive = the rest, 99 in 100 with inhibition below about 12%; note: strong numbers were not always called active
# VEEV TC-83 Vero 10K pilot screen = further read-out of VEEV TC-83 Vero, marked with its call; inhibition, %; measured here: 10K pilot screen inhibition
# Starred values were filed as active, the others as inactive; i = inactive; u = inconclusive; x = no result given; & = joins results of further samples. Not a hit list; any-hit rate near 1.6%.
# The first 14 entries (preview)
SMILES,H1N1 NS1A inhibition,tuberculosis growth,Salmonella PhoP GFP,H37Rv inhibition,VEEV TC-83 Vero,others
COc1ccc(-c2[nH]ncc2/C=C(/C#N)C(=O)NC2CCCCCC2)cc1,-1.3%,28.2%,-1.6%,9.4%,8.5%,
O=C(CN1CCN(Cc2ccccc2F)C1=O)NCCN1CCOCC1,8.3%,x,-19.0%,-2.7%,0.6%,
Cc1ccc(NC(=O)CSc2nnc(-c3ccco3)c(-c3ccco3)n2)cc1,8.8%,53.9%,4.0%,25.1%,5.6%,
CC(=O)N=Cc1c(C)c(C#N)c(=O)n(C)c1O,-12.5%,-3.2%,-1.9%,-1.1%,0.7%,
NC(=O)CN1CCCN(S(=O)(=O)c2ccc(Br)cc2)CC1,7.1%,-8.5%,2.5%,-4.9%,i,
O=C(Cn1cccn1)c1ccccc1,0.4%,3.3%,10.1%,-6.4%,0.5%,
CCCNC(=O)c1cccc(Cn2nc(C)c(Br)c2C)c1,1.2%,16.9%,-0.5%,0.4%,i,
Cc1noc(C(=O)NCc2ccccc2)c1Cl,4.3%,x,-11.9%,-3.1%,i,
COC(=O)c1cc(NC(=O)C23CCC(C)(C(=O)O2)C3(C)C)cc(C(=O)OC)c1 (stereo not drawn),2.3%,2.8%,-3.5%,1.3%,i,
COCCCNC(=O)/C(C#N)=C/c1ccc(OCC(=O)O)c(OC)c1,-2.8%,-4.1%,-4.2%,0.0%,1.0%,
Cc1cccn2c(=O)c(C=O)c(N3CCN(c4ccccc4)CC3)nc12,1.8%,60.0%,-4.7%,1.8%,0.7%,
OCC[C@@H]1NCc2cc(CO)cc(-c3ccccc3)c21,-15.6%,x,x,x,0.9%,
CCC(C)(C(=O)NC1CCCCC1)N(C(=O)CC1NC(=O)NC1=O)c1c(C)n(C)n(-c2ccccc2)c1=O (stereo not drawn),-2.7%,-8.5%,21.4%,-13.4%,i,
C#CCSc1nnc(-c2sc3ccccc3c2Cl)o1,7.9%,x,-9.4%,21.4%,i,

# Results, from the first entry:
SMILES,H1N1 NS1A inhibition,tuberculosis growth,Salmonella PhoP GFP,H37Rv inhibition,VEEV TC-83 Vero,others
COc1ccc(-c2[nH]ncc2/C=C(/C#N)C(=O)NC2CCCCCC2)cc1,-1.3%,28.2%,-1.6%,9.4%,8.5%,
O=C(CN1CCN(Cc2ccccc2F)C1=O)NCCN1CCOCC1,8.3%,x,-19.0%,-2.7%,0.6%,
Cc1ccc(NC(=O)CSc2nnc(-c3ccco3)c(-c3ccco3)n2)cc1,8.8%,53.9%,4.0%,25.1%,5.6%,
CC(=O)N=Cc1c(C)c(C#N)c(=O)n(C)c1O,-12.5%,-3.2%,-1.9%,-1.1%,0.7%,
NC(=O)CN1CCCN(S(=O)(=O)c2ccc(Br)cc2)CC1,7.1%,-8.5%,2.5%,-4.9%,i,
O=C(Cn1cccn1)c1ccccc1,0.4%,3.3%,10.1%,-6.4%,0.5%,
CCCNC(=O)c1cccc(Cn2nc(C)c(Br)c2C)c1,1.2%,16.9%,-0.5%,0.4%,i,
Cc1noc(C(=O)NCc2ccccc2)c1Cl,4.3%,x,-11.9%,-3.1%,i,
COC(=O)c1cc(NC(=O)C23CCC(C)(C(=O)O2)C3(C)C)cc(C(=O)OC)c1 (stereo not drawn),2.3%,2.8%,-3.5%,1.3%,i,
COCCCNC(=O)/C(C#N)=C/c1ccc(OCC(=O)O)c(OC)c1,-2.8%,-4.1%,-4.2%,0.0%,1.0%,
Cc1cccn2c(=O)c(C=O)c(N3CCN(c4ccccc4)CC3)nc12,1.8%,60.0%,-4.7%,1.8%,0.7%,
OCC[C@@H]1NCc2cc(CO)cc(-c3ccccc3)c21,-15.6%,x,x,x,0.9%,
CCC(C)(C(=O)NC1CCCCC1)N(C(=O)CC1NC(=O)NC1=O)c1c(C)n(C)n(-c2ccccc2)c1=O (stereo not drawn),-2.7%,-8.5%,21.4%,-13.4%,i,
C#CCSc1nnc(-c2sc3ccccc3c2Cl)o1,7.9%,x,-9.4%,21.4%,i,
CC(C)NC(=O)c1cc(-c2ccc3c(c2)OCO3)on1,19.9%,2.0%,-16.4%,0.8%,i,
C=CCn1c(SCC(=O)c2ccc(Br)cc2)nnc1C(C)NC(=O)Cc1ccc(OC)cc1 (stereo not drawn),-8.9%,22.5%,-1.9%,-4.0%,0.5%,
COC(=O)c1c(-c2ccc(SC)cc2)sc2ccc(OC)cc12,-2.5%,50.8%,x,13.0%,0.7%,
COc1cc(/C=N\NC(=O)c2ccc(Cn3cc(Br)c([N+](=O)[O-])n3)o2)cc(OC)c1O,-7.1%,10.2%,-0.5%,0.3%,0.8%,
O=C(N/N=C/c1ccc(N2CCOCC2)cc1)c1ccncc1,-1.4%,x,x,u,1.0%,
O=C1[C@@H]2[C@@H]3C[C@@H]([C@H]4ON=C(c5ccc(OCc6ccccc6)cc5)[C@@H]34)[C@@H]2C(=O)N1c1ccc2c(c1)OCO2,-0.8%,23.4%,2.6%,2.3%,0.9%,

# Continued; it opens with the 3 that closed the last part.
SMILES,H1N1 NS1A inhibition,tuberculosis growth,Salmonella PhoP GFP,H37Rv inhibition,VEEV TC-83 Vero,others
COc1cc(/C=N\NC(=O)c2ccc(Cn3cc(Br)c([N+](=O)[O-])n3)o2)cc(OC)c1O,-7.1%,10.2%,-0.5%,0.3%,0.8%,
O=C(N/N=C/c1ccc(N2CCOCC2)cc1)c1ccncc1,-1.4%,x,x,u,1.0%,
O=C1[C@@H]2[C@@H]3C[C@@H]([C@H]4ON=C(c5ccc(OCc6ccccc6)cc5)[C@@H]34)[C@@H]2C(=O)N1c1ccc2c(c1)OCO2,-0.8%,23.4%,2.6%,2.3%,0.9%,
Cn1c(SCC(=O)N2CCN(S(=O)(=O)c3ccc(Cl)cc3)CC2)nc2ccccc21,16.7%,28.4%,-5.9%,2.5%,1.2%,
Cc1ccc(OCCCC(=O)N2CCN(S(=O)(=O)c3cccc(F)c3)CC2)cc1,0.0%,-4.3%,6.3%,-1.7%,5.7%,
O=C(OCC(=O)N(C1CCCCC1)C1CCCCC1)c1ccncc1,4.3%,8.1%,-3.6%,-1.8%,i,
CC(=O)Nc1ccc(NC(=O)c2cccc(-c3cc4ccccc4oc3=O)c2)cc1,2.5%,-15.9%,12.9%,2.8%,0.5%,
Cc1ccc2cc(CN(CCCN3CCOCC3)C(c3nnnn3Cc3ccco3)C(C)C)c(=O)[nH]c2c1C (stereo not drawn),13.9%,64.8%,-3.1%,9.3%,i,
COc1cccc(OCc2cc(/C=N/NC(=O)c3nc(Cl)c(Cl)c(N)c3Cl)ccc2OC)c1,-4.6%,18.2%,-3.6%,-3.1%,1.3%,
NC(=O)CC(NC(=O)Cc1ccc(Br)cc1)c1ccc(N2CCN(c3ccc(F)cc3)CC2)c([N+](=O)[O-])c1 (stereo not drawn),-2.0%,-17.3%,-3.4%,-4.0%,8.9%,
Cc1c(CN2CCCCC2)c(O)n(CCCO)c(=O)c1C#N,9.1%,4.6%,-3.2%,3.0%,i,
CN(Cc1ccccc1)S(=O)(=O)c1ccc(Cl)c(C(=O)N2CCC2)c1,8.7%,-4.5%,x,-2.9%,i,
CC(C)(C)/C(O)=C/c1nc2ccccc2[nH]c1=O,20.0%,x,-1.4%,-1.2%,2.1%,
CC(C)=CCC/C(C)=C/CNC(=O)CC1C[C@H](C(=O)N2CCOCC2)[C@@]2(C)c3[nH]c4ccccc4c3CCN2C1=O (stereo partly drawn),3.2%,63.9%,x,-3.1%,2.0%,
N#Cc1cnc(N)c(Br)c1,-5.7%,-6.1%,-3.2%,-6.0%,2.4%,
CCN(C[C@H]1N[C@@](Cc2ccccc2)(C(=O)OC)[C@H]2C(=O)N(Cc3ccccc3)C(=O)[C@@H]12)S(=O)(=O)c1ccc(OC)cc1,-8.6%,13.2%,x,1.1%,6.4%,
COc1ccc(CNS(=O)(=O)c2ccc(OC)cc2)cc1,-2.5%,4.5%,-6.5%,1.6%,0.4%,
CCCc1[nH]nc2c1C(c1ccc(OCCN3CCOCC3)c(OC)c1)C(C#N)=C(N)O2 (stereo not drawn),5.8%,-1.8%,-8.7%,1.5%,1.3%,
Cc1nn(CC(=O)Nc2ccc(S(N)(=O)=O)cc2)c(=O)c2ccccc12,-1.8%,-11.5%,-23.4%,-3.5%,i,
NC(=O)NC(=O)COC(=O)c1ccc(Cl)c(S(=O)(=O)N(Cc2ccccc2)c2ccc(Cl)cc2)c1,-1.7%,34.6%,0.6%,32.6%,1.2%,
Nc1nc(NC(=O)CCCC(=O)O)nn1-c1ccccc1,-16.9%,7.9%,0.5%,-4.4%,3.8%,
C/C=C/C(=O)OCC(=O)Nc1ccc(C)c(S(=O)(=O)N(C)C)c1,-5.1%,-12.8%,5.2%,25.7%,1.7%,
CN(C)c1ccc(/C=C/C=C2/C(=O)NC(=O)N(c3ccccc3)C2=O)cc1,12.1µM*,x,x,x,u,
COc1ccc2c(C(=O)c3ccc(C)cc3)n(CCC(N)=O)[n+]([O-])c2c1,-5.5%,-15.4%,-20.1%,-3.1%,0.3%,
COc1cc(C(=O)O)c([N+](=O)[O-])c(OC)c1OC,3.9%,-5.4%,4.8%,-1.2%,0.1%,
CCOc1ccc(S(=O)(=O)NCc2ccncc2)cc1,-9.7%,14.9%,2.9%,3.2%,i,
CCn1cc(C(=O)N2CCC3(CC2)OCCO3)c(=O)c2cc(S(=O)(=O)N3CCCC3)ccc21,-4.1%,2.5%,-8.2%,7.4%,1.1%,
COc1cccc(NC(=O)CN(C)S(=O)(=O)/C=C/c2ccccc2)c1,-20.7%,26.1%,x,-4.5%,3.1%,
O=C(COC(=O)c1ccc([N+](=O)[O-])o1)c1ccccc1,-6.3%,x,-1.4%,-8.1%,0.2%,
COc1ccc(CCNC(=O)Cn2cnc3c(nnn3Cc3ccc(C)cc3)c2=O)cc1OC,-5.7%,9.8%,5.3%,5.2%,0.8%,
COc1cccc(N2C(=O)c3ccncc3C2=O)c1,5.9%,0.1%,-1.2%,3.2%,0.5%,VEEV TC-83 Vero 10K pilot screen=0.7
Cc1ccn2c(C(=O)CSc3ccc(Cl)cc3)c(C)nc2c1,-2.6%,26.0%,-1.9%,-1.7%,0.7%,
CCOc1ccc(NC(=O)Cn2c(=O)oc3ccccc32)cc1,-9.2%,-41.0%,5.1%,-6.3%,0.6%,
Cc1ccc(Cn2c(SC3CCOC3=O)nc3ccccc3c2=O)cc1 (stereo not drawn),-4.4%,-19.0%,4.1%,-0.9%,2.0%,
COc1ccc(NC(=S)NCc2cccs2)c(OC)c1,-11.3%,41.4%,-0.7%,-1.6%,0.8%,VEEV TC-83 Vero 10K pilot screen=0.9
COC(=O)c1ccccc1NC(=O)N1CCN(c2ccccc2F)CC1,6.8%,29.2%,-5.6%,7.2%,0.4%,
CN(C)c1ccc(/C=N/NC(=O)c2ccccc2O)o1,-0.1%,-28.9%,-1.2%,2.9%,0.7%,
CCc1cn(S(=O)(=O)c2ccccc2OC)nc1N,18.7%,-7.4%,-13.3%,-10.4%,4.2%,
CCOC(=O)c1ccc(N=c2sc(C(=O)OC)cc(=O)n2CCCN2CCOCC2)cc1,-0.9%&4.6%,74.4%&75.5%,-4.9%&12.1%,4.52µM*,3.9%&6.6%,
Cc1nn(CCCC(=O)Nc2nccs2)c(C)c1[N+](=O)[O-],0.1%,-8.8%,6.7%,-8.5%,1.9%,
Cc1ccccc1CSCc1nc2ccccc2[nH]1,-14.6%,36.9%,-1.5%,-3.1%,0.2%,
Cc1cnc(NC(=O)COc2cccc3c2OC(C)(C)C3)s1,-5.8%,16.6%,5.9%,-0.3%,13µM*,
Cc1ccc(S(=O)(=O)NCc2ccc(C(=O)NCc3cccnc3)cc2)cc1,x,-7.0%,8.6%,0.0%,x,
Cc1c(OCc2ccc(C(=O)O)cc2)ccc2c(-c3ccccc3)cc(=O)oc12,0.0%,9.1%,-4.7%,4.8%,0.5%,
CCOC(=O)Cc1csc(NC(=O)COc2cc(C)cc(C)c2)n1,-2.0%,14.8%,7.8%,3.8%,1.0%,
CC(=O)c1ccc(N2CCN(C(=O)c3cc4c(C)nc5ccccc5c4o3)CC2)cc1,-5.3%,-8.5%,-1.0%,4.4%,2.7%,
CCN1C(=O)[C@H]2[C@@H](c3ccc(-c4ccc(F)cc4)c(OC)c3)N[C@@](Cc3ccccc3)(C(=O)OC)[C@H]2C1=O,-13.9%,-0.6%,x,6.1%,1.4%,
